Pf Dd2 inh = P. falciparum Dd2 growth inhibition | SYBR Green, 72 h; active compounds read low | activity change, % at 10 µM | 2.3% of 94,000 active | AID 1159554; in the data active means activity change below about -80%; inconclusive means no clear call, values can overlap the other calls
Tcruzi prolif = inhibitors of T. cruzi proliferation; T. cruzi beta-gal in NIH3T3, GalScreen luminescence, 90 h; inhibition, % at 8.34 µM; 5.9% of 77,000 active; AID 624255;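 active means mean inhibition above about 93%, with at least 55% of replicates each passing it, limit read from the data, passing the limit was not always enough; inconclusive means only one of those two conditions holds; inactive means neither condition holds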
C diff HTS = C. difficile growth inhibition | Clostridium difficile clinical isolate growth, OD600, 24 h; active compounds read low | growth activity, negative = inhibition, % at 16 µg/mL (by protocol) | 0.25% of 86,000 active | AID 1259249;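 active means mean growth activity at or below -80% and every replicate also at or below -80%; inconclusive means mean at or below -80% but some replicate above -80%; inactive means mean growth activity above -80%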;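 further: 0% = DMSO wells and -100% = levofloxacin 16 µg/mL wells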
KDM4C inh = inhibitors of human demethylase GASC-1 KDM4C. AID 720574. 0.15% of 96,000 active. inhibition, % at 12.5 µM. GST-KDM4C 2-372, H3K9me3 peptide, LANCE TR-FRET. Q9H3R0;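 active means mean replicate inhibition above about 25%, with at least 55% of replicates also reaching it, limit read from the data, passing the limit was not always enough; inconclusive means only one of those two conditions met; inactive means neither condition met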
Target sequence (Q9H3R0 2-372 limits assumed): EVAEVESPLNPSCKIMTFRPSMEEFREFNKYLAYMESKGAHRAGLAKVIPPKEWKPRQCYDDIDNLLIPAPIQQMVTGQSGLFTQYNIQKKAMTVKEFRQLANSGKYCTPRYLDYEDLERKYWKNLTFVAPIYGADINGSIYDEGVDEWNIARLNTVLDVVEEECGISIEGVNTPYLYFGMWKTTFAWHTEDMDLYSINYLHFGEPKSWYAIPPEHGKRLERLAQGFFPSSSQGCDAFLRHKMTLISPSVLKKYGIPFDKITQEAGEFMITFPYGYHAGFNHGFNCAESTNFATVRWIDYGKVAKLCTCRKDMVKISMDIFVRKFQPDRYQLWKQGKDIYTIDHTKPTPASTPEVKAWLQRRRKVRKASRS
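System: N-terminal GST-fused human GASC-1 (KDM4C) fragment, residues 2-372 / Amount: 10 nM GST-KDM4C in enzyme reaction / Also added: H3K9me3 peptide with Fe(II)/2OG / Times: 30 min demethylation and 1 h detection at room temperature / Signal: LANCE TR-FRET / Read-out basis: Fall in 671/618 emission ratio as inhibition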
Starred values were filed as active, the others as inactive; ? = inconclusive; nt = not tested or not shown; & = joins results of further samples.

SMILES	Pf Dd2 inh	Tcruzi prolif	C diff HTS	KDM4C inh
O=C(C[C@H]1C[C@@H]2c3cc(NS(=O)(=O)c4ccc(F)cc4)ccc3O[C@@H]2[C@@H](CO)O1)N1CCc2ccccc2C1	?	69	-7	1.7
CNC(=O)C[C@H]1CC[C@@H]2[C@H](COC[C@H](O)CN2Cc2ccncc2)O1	20	-24	-3	1.4
COc1ccc(-c2cnc3c(c2)C(=O)N([C@@H](C)CO)C[C@@H](C)[C@@H](CN(C)C(=O)Cc2ccccc2)O3)cc1	-24	52	1	-1.5
CN(C)C(=O)C[C@@H]1C[C@@H]2c3cc(NC(=O)NC4CCCCC4)ccc3O[C@@H]2[C@@H](CO)O1	10	17	nt	1.5
CC(C)NC(=O)Nc1ccc2c(c1)C(=O)N(C)[C@H]1CC[C@H](CC(=O)NC3CCCCC3)O[C@H]1CO2	11	6	-1	1.0
C[C@@H]1CN([C@H](C)CO)C(=O)c2cccc(NS(=O)(=O)c3ccccc3)c2O[C@H]1CN(C)Cc1ccc(-c2ccccc2)cc1	-91*	-87	nt	0.7
CO[C@@H]1CN(C)C(=O)c2cc(NC(=O)C3CCCC3)ccc2OC[C@H](C)N(CCC(F)(F)F)C[C@@H]1C	nt	0	nt	0.9
C[C@H](CO)N1C[C@H](C)[C@@H](CN(C)Cc2ccc(Oc3ccccc3)cc2)Oc2ccc(NC(=O)Nc3cccc4ccccc34)cc2C1=O	-51	117*	5	-0.6
CCCNC(=O)C[C@H]1C[C@@H]2c3cc(NC(=O)NC4CCCCC4)ccc3O[C@@H]2[C@@H](CO)O1	-3	3	5	-0.3
CCC(=O)N(C)C[C@H]1Oc2cc(-c3cccc(OC)c3)ccc2S(=O)(=O)N([C@@H](C)CO)C[C@H]1C	18	8	-4	-1.2
COc1ccc(NC(=O)N(C)C[C@H]2Oc3ccc(NC(=O)NC4CCCCC4)cc3C(=O)N([C@H](C)CO)C[C@H]2C)cc1	-20	25	-4	-1.2
C[C@@H]1CN([C@H](C)CO)C(=O)c2cc(NC(=O)Nc3ccccc3)ccc2O[C@@H](C)CCCCO[C@H]1CN(C)C(=O)Nc1ccc(C(F)(F)F)cc1	-73	nt	0	-0.3
CO[C@@H]1CN(C)C(=O)c2ccc(NC(C)=O)cc2OC[C@H](C)N(C(=O)CN(C)C)C[C@H]1C	2	-43	-29	0.5
C[C@@H]1CN([C@H](C)CO)C(=O)c2cc(NC(=O)CCC(F)(F)F)ccc2O[C@@H](C)CCCCO[C@H]1CN(C)S(=O)(=O)c1ccccc1	-65	33	9	0.9
C[C@@H]1CN([C@@H](C)CO)C(=O)c2cc(C#CCN(C)C)cnc2O[C@@H]1CN(C)Cc1ccc(-c2ccccc2)cc1	nt	112*	20	8.2
Cc1ccc(-c2ccc3c(c2)O[C@H](CN(C)C(=O)Nc2ccc(F)cc2)[C@H](C)CN([C@H](C)CO)S3(=O)=O)cc1	-52	122*	-5	-0.7
O=C(NC[C@@H]1CC[C@@H]2[C@@H](CN2Cc2nccs2)O1)C1CCC1	16	nt	2	nt
CC(=O)N1CC[C@@H]2[C@H]1c1cc(-c3ccccc3)ccc1N(C)[C@@H]2CO	12	71	-10	-0.2
COc1ccc(CNC(=O)C[C@H]2C[C@@H]3c4cc(N(C)C)ccc4O[C@@H]3[C@H](CO)O2)cc1	7	-19	1	3.6
CO[C@H]1CN(C)C(=O)c2ccc(NC(=O)Nc3ccccc3)cc2OC[C@H](C)N(C(=O)CC2CC2)C[C@H]1C	-29	-24	nt	2.2
CN1c2ccc(-c3ccc(C#N)cc3)cc2[C@@H]2[C@@H](CCN2C(=O)CN2CCOCC2)[C@@H]1CO	3	67	-2	-0.6
COc1ccccc1NC(=O)N[C@@H]1C=C[C@H](CC(=O)NCc2ccc(Cl)c(Cl)c2)O[C@@H]1CO	5	9	nt	0.0
C[C@@H]1CCCCO[C@H](CN(C)C(=O)Nc2ccc(F)cc2)[C@@H](C)CN([C@@H](C)CO)C(=O)c2cc(NC(=O)NC3CCCCC3)ccc2O1	-47	76	4	-2.7
O=C(c1ccccc1F)N1CC(=O)N2[C@H](C1)[C@H](c1ccc(-c3ccccc3)cc1)[C@@H]2CO	-76	nt	3	1.2
O=C(C[C@@H]1CC[C@H]2[C@@H](COC[C@H](O)CN2C(=O)Nc2ccc(Cl)cc2)O1)NCC1CCCCC1	11	28	-5&-6	-0.4
O=C(Cc1ccccc1)N1CC2(C1)[C@@H](c1ccccc1)[C@H](CO)N2S(=O)(=O)Cc1ccccc1	-11	nt	4	0.2
CCN1[C@@H]2c3ccc(-c4ccccc4OC)c(=O)n3C[C@@H]2[C@@H](CO)[C@@H]1C(=O)NCC1CC1	-5	21	-1	2.1
O=C(NCC[C@@H]1CC[C@H](NC(=O)C2CCOCC2)[C@@H](CO)O1)c1cc(Cl)cc(Cl)c1	20	2	nt	-0.3
C/C=C/c1ccc([C@H]2[C@H](CO)N3C(=O)CN(C(=O)NC4CCCCC4)C[C@@H]23)cc1	18	nt	-3	-0.8
C[C@H](CO)N1C[C@H](C)[C@H](CN(C)Cc2ccc(C(=O)O)cc2)OCCCC[C@H](C)Oc2ccc(NC(=O)C3CCCCC3)cc2C1=O	15	18	2	-0.3

Compounds above containing a CF3 group (three):
SMILES	Pf Dd2 inh	Tcruzi prolif	C diff HTS	KDM4C inh
CO[C@@H]1CN(C)C(=O)c2cc(NC(=O)C3CCCC3)ccc2OC[C@H](C)N(CCC(F)(F)F)C[C@@H]1C	nt	0	nt	0.9
C[C@@H]1CN([C@H](C)CO)C(=O)c2cc(NC(=O)Nc3ccccc3)ccc2O[C@@H](C)CCCCO[C@H]1CN(C)C(=O)Nc1ccc(C(F)(F)F)cc1	-73	nt	0	-0.3
C[C@@H]1CN([C@H](C)CO)C(=O)c2cc(NC(=O)CCC(F)(F)F)ccc2O[C@@H](C)CCCCO[C@H]1CN(C)S(=O)(=O)c1ccccc1	-65	33	9	0.9

Continued:
SMILES	Pf Dd2 inh	Tcruzi prolif	C diff HTS	KDM4C inh
COc1ccc(CN(C)C[C@H]2Oc3ccc(NC(=O)Nc4ccccc4)cc3C(=O)N([C@@H](C)CO)C[C@H]2C)cc1	12	7	0	2.9
O=C(C1CCCCC1)N1C[C@@H]2[C@H](c3ccccc31)[C@H](CO)N2Cc1ccccc1Cl	-28	105*	8	-0.5
CO[C@@H]1CN(C)C(=O)c2ccc(NC(C)=O)cc2OC[C@H](C)N(C(=O)CC2CC2)C[C@H]1C	1	-21	nt	-0.1
C/C=C/c1cnc2c(c1)C(=O)N([C@@H](C)CO)C[C@H](C)[C@@H](CN(C)Cc1ccccc1F)O2	0	nt	1	-0.9
CC(C)NC(=O)NCC[C@H]1CC[C@@H](NC(=O)Nc2ccccc2)[C@@H](CO)O1	-3	43	nt	-0.3
COCCN(C[C@H]1N[C@H](CO)[C@@H]1c1ccc(-c2cccc(C#N)c2)cc1)C(C)=O	-10	nt	-2	-0.1
COC(=O)C[C@H]1CC[C@@H]2[C@@H](COc3ccc(NS(C)(=O)=O)cc3C(=O)N2C)O1	3	32	0	0.7
C[C@H](CO)N1C[C@H](C)[C@H](CN(C)C(=O)Nc2ccc(C(F)(F)F)cc2)OCCCC[C@H](C)Oc2ccc(NS(=O)(=O)c3cn(C)cn3)cc2C1=O	-24	25	16	-1.1
COc1ccc(NC(=O)N2CC(=O)N3[C@@H](CO)[C@@H](c4ccc(C#CCC5CCCC5)cc4)[C@@H]3C2)cc1	-26	nt	2	-0.3
C/C=C/c1ccc([C@@H]2[C@@H](CN(CC)C(=O)CC)N(C(=O)C3CCC3)[C@H]2CO)cc1	-30	-23	-6	0.4
OC[C@@H]1[C@@H](c2ccc(-c3ccccc3F)cc2)[C@H]2CN(Cc3cccnc3)CCCCN12	-55	97*	-7	-1.0
C[C@H]1CN([C@@H](C)CO)C(=O)c2cc(C3=CCCCC3)cnc2O[C@@H]1CN(C)C(=O)c1ccccc1	-8	31	-11	-2.3
Cc1ccc(S(=O)(=O)N(C)C[C@@H]2OCCCC[C@@H](C)Oc3ccc(NC(=O)c4ccncc4)cc3C(=O)N([C@@H](C)CO)C[C@H]2C)cc1	-68	nt	nt	-2.0
COc1ccc(NC(=O)Nc2ccc3c(c2)C(=O)N([C@@H](C)CO)C[C@@H](C)[C@@H](CN(C)S(=O)(=O)c2ccc(C)cc2)OCCCC[C@@H](C)O3)cc1	-60	97*	nt	-2.7
COCC(=O)Nc1ccc2c(c1)C(=O)N(C)[C@@H]1CC[C@H](CC(=O)NCc3cccc(F)c3)O[C@@H]1CO2	9	50	3	2.1
COc1ccccc1C#Cc1ccc2c(c1)O[C@H](CN(C)Cc1cncnc1)[C@H](C)CN([C@@H](C)CO)S2(=O)=O	-43	94	-3	-0.7
C[C@@H]1CCCCO[C@H](CN(C)CC2CC2)[C@@H](C)CN([C@H](C)CO)C(=O)c2cc(NC(=O)CCC(F)(F)F)ccc2O1	-38	nt	3	0.8
COc1ccccc1NC(=O)N[C@H]1CC[C@@H](CCNS(=O)(=O)c2ccc(Cl)cc2)O[C@@H]1CO	9	10	1	-3.2
CC(C)NC(=O)N(C)C[C@H]1OCCCC[C@H](C)Oc2ccc(N(C)C)cc2C(=O)N([C@@H](C)CO)C[C@H]1C	1	-25	-1	6.1
CNC[C@H]1OCCCC[C@H](C)Oc2ccc(NC(=O)Nc3c(C)noc3C)cc2C(=O)N([C@H](C)CO)C[C@@H]1C	60	46	-1	2.4
COc1cccc(CNC(=O)C[C@H]2CC[C@@H]3[C@@H](COc4ccc(NC(C)=O)cc4C(=O)N3C)O2)c1	0	-2	-10	-0.6
C[C@H](CO)N1C[C@H](C)[C@@H](CN(C)S(=O)(=O)c2ccc(F)cc2)OCCCC[C@H](C)Oc2ccc(NC(=O)CCCN(C)C)cc2C1=O	0	-25	-4	1.6
CCC(=O)N1CCC2(CC1)CN(C(=O)CN1CCOCC1)[C@@H](CO)c1c2c2ccc(OC)cc2n1C	11	nt	0	1.7
O=C(N[C@@H]1CC[C@@H](CCn2cc(C3CCCCC3)nn2)O[C@@H]1CO)c1cccnc1	-19	nt	-2	5.0
C[C@@H]1CN([C@@H](C)CO)C(=O)c2cccc(NC(=O)C3CCCCC3)c2O[C@@H]1CN(C)CC1CC1	-18	0	-2	-3.0
O=C(NCC[C@H]1CC[C@H](NC(=O)c2cnccn2)[C@H](CO)O1)Nc1ccc(F)cc1	18	18	1	0.2
COCC(=O)Nc1ccc2c(c1)[C@@H]1C[C@H](CC(=O)NCc3cccc(F)c3)O[C@H](CO)[C@@H]1O2	0	nt	4	0.3
COCC#Cc1ccc([C@@H]2[C@H](CO)N3CCCCN(S(=O)(=O)c4ccccc4F)C[C@@H]23)cc1	-43	59	-2	-0.2
Cc1noc(C)c1S(=O)(=O)Nc1ccc2c(c1)CC(=O)N([C@@H](C)CO)C[C@H](C)[C@H](CN(C)CC1CCCCC1)O2	26	75	-1	0.7
C[C@H](CO)N1C[C@H](C)[C@@H](CN(C)S(C)(=O)=O)Oc2c(NC(=O)c3ccc(-c4nccs4)cc3)cccc2C1=O	-4	0	-4	-0.7

Given field by field: four of the compounds above
canonical_smiles: C[C@@H]1CN([C@@H](C)CO)C(=O)c2cccc(NC(=O)C3CCCCC3)c2O[C@@H]1CN(C)CC1CC1
  Pf Dd2 inh = -18	Tcruzi prolif = 0	C diff HTS = -2	KDM4C inh = -3.0
canonical_smiles: COc1ccccc1NC(=O)N[C@H]1CC[C@@H](CCNS(=O)(=O)c2ccc(Cl)cc2)O[C@@H]1CO
  Pf Dd2 inh = 9	Tcruzi prolif = 10	C diff HTS = 1	KDM4C inh = -3.2
canonical_smiles: COc1ccccc1C#Cc1ccc2c(c1)O[C@H](CN(C)Cc1cncnc1)[C@H](C)CN([C@@H](C)CO)S2(=O)=O
  Pf Dd2 inh = -43	Tcruzi prolif = 94	C diff HTS = -3	KDM4C inh = -0.7
canonical_smiles: COc1cccc(CNC(=O)C[C@H]2CC[C@@H]3[C@@H](COc4ccc(NC(C)=O)cc4C(=O)N3C)O2)c1
  Pf Dd2 inh = 0	Tcruzi prolif = -2	C diff HTS = -10	KDM4C inh = -0.6

(next part)
SMILES	Pf Dd2 inh	Tcruzi prolif	C diff HTS	KDM4C inh
CO[C@@H]1CN(C)C(=O)c2ccc(NC(=O)Nc3ccc(Cl)cc3)cc2OC[C@H](C)N(C(=O)Nc2c(C)noc2C)C[C@H]1C	-5	70	nt	-0.7
CCN1[C@@H]2c3ccc(-c4ccc(F)cc4)c(=O)n3C[C@@H]2[C@@H](CO)[C@@H]1C(=O)NCc1ccncn1	0	60	2	10
C[C@H]1CN([C@@H](C)CO)C(=O)c2cc(C#Cc3ccccc3)cnc2O[C@@H]1CN(C)C(=O)CN(C)C	-55	-8	2	-0.7
O=S(=O)(Cc1ccccc1)N1CCCCN2[C@H](C1)[C@H](c1ccc(-c3cccnc3)cc1)[C@@H]2CO	-44	98*	1	1.2
COc1ccc2c3c(n(C)c2c1)[C@@H](CO)N(Cc1ccc(F)cc1)CC31CN(C)C1	-4	nt	8	0.4

Screening results from PubChem.
